High-throughput results (PubChem)
Tau FP inhib = tau fibrillization inhibition (FP). P10636. K18 P301L tau heparin fibrillization, Alexa594 FP, 6 h. AID 1468. hit rate 0.39% among 280,000. Potency, µM (series often up to 57.7 µM), without a hit: at the top dose activity, negative = inhibition, most hits filed as inhibitors; further: on the % scale 0 is the no-effect control and ±100 the full control effect; nearly all actives have a fitted effect of over 55% in size
Target sequence (P10636 561-689 P618L limits assumed): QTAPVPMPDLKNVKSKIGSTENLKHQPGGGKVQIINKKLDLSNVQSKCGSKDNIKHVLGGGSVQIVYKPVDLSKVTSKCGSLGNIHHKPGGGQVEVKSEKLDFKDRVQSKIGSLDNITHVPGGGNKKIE
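FP of Alexa 594-tau after heparin (20 uM) induction. Substrate: human K18 P301L, 15 uM unlabeled, 0.24 uM labeled. Buffer 100 mM sodium acetate pH 7. 6 hr, 37 C.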
L3MBTL1 block = L3MBTL1 (human) inhibition; Q9Y468; AlphaScreen L3MBTL1–H3K9me1 peptide binding; Potency, µM (highest dose often 57.1 µM), for inactives: top-dose activity, negative = inhibition, usual class: inhibitors; hit rate 0.66% among 230,000; further: on the % scale 0 is the no-effect control and ±100 the full control effect; nearly all actives have a fitted effect of over 60% in size
Target sequence (Q9Y468 whole entry, looked up): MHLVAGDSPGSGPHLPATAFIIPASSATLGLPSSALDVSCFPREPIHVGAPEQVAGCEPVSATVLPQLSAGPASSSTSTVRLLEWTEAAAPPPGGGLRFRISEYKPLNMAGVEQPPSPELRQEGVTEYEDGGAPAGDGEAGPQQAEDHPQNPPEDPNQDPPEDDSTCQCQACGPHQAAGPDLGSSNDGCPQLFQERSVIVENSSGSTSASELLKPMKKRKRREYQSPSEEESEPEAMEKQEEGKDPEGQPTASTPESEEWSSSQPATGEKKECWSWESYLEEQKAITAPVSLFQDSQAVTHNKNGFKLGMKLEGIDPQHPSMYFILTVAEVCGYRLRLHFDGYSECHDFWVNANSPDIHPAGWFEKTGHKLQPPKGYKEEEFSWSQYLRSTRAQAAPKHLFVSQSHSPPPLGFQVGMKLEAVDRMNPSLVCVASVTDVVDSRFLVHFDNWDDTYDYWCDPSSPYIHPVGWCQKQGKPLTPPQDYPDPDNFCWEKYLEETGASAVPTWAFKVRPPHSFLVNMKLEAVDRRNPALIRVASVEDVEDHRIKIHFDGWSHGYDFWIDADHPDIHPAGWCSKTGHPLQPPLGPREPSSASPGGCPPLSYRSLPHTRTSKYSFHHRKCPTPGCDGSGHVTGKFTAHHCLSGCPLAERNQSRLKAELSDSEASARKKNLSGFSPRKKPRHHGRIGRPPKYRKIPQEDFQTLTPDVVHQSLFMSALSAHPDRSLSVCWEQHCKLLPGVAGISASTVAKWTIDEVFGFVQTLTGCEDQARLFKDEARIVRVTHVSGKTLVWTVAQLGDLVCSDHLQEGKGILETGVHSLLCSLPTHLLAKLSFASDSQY
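AlphaScreen assay: L3MBTL1 (50 nM final) was preincubated 30 min at room temperature with biotinylated H3(1-15)K9me1 peptide (75 nM final), then 30 min with library compounds; streptavidin donor and nickel chelate acceptor beads (10 ug/mL final) added, 30 min dark.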
HTT cytoprotect = Huntington cell model cytoprotection by ATP luminescence; Potency, µM (doses to about 56.4 µM), without a hit: cytoprotection (ATP increase), actives largely listed as activators; PC12 HTT-Q103 induced, cytoprotection, ATP luminescence, 40 h; AID 1471; hit rate 0.14% among 230,000;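 further: % of control where 0% means no effect; nearly all actives have a fitted effect of over 45% in size; toxic huntingtin expression switched on by the ecdysone agonist tebufenozide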
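Readout: ATPlite luminescence (ATP level). Model: stable PC12, inducible Htt exon1 Q103-GFP. Inducer: tebufenozide, 100 nM final. Compounds: dose series. No G418 in medium.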
Tau fluor cs = counter-screen for tau fibril formation inhibitors; Potency, µM (highest dose often 57.7 µM), for the others: at the top dose activity change, negative = decrease; hit rate 0.93% among 280,000; tau K18 P301L Alexa594 fluorescence, heparin fibrillization; further: on the % scale 0 is the no-effect control and ±100 the full control effect; nearly all actives have a fitted effect of over 55% in size
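Human K18 P301L tau (15 uM unlabeled plus 0.24 uM Alexa 594-labeled, final) in 100 mM sodium acetate pH 7 was mixed with compound and 20 uM heparin and incubated 6 hr at 37 C.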
Tau ThT inhib = tau fibrillization inhibition (ThT binding); P10636; recombinant tau K18 P301L (four-repeat tau fragment), heparin-induced fibrillization, ThT fluorescence; Potency, µM (top dose mostly 57.4 µM), without a hit: at the top dose activity, negative = inhibition, most hits filed as inhibitors; hit rate 2.1% among 270,000; AID 1460; further: on the % scale 0 is the no-effect control and ±100 the full control effect; nearly all actives have a fitted effect of over 55% in size
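In this qHTS, human K18 P301L tau is incubated with compound and heparin for 6 hr at 37 C, and Thioflavin T fluorescence then reports fibril load.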
TRb SRC2 PPI = TRbeta-SRC2 interaction inhibition. AID 1469. hit rate 0.065% among 280,000. Potency, µM (series often up to 106 µM), for the others: top-dose activity change, negative = inhibition, actives largely listed as inhibitors. TRbeta-SRC2 peptide binding, fluorescence polarization; receptor liganded with 1 µM T3;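 further: plate controls were bound peptide for no effect and peptide without receptor for full effect; nearly all actives have a fitted effect of over 50% in size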
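Read-out is fluorescence polarization (555 nm excitation, 632 nm emission) of a Texas Red SRC2 coactivator peptide; loss of signal reflects blocked binding to human TRb ligand-binding domain in the presence of 1 uM T3.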
RECQ1 inh = RECQ1 (human) helicase inhibition. hit rate 0.54% among 240,000. Potency, µM (series often up to 57.3 µM), for the others: at the top dose activity, negative = inhibition, actives largely listed as inhibitors. RECQ1 DNA unwinding, red fluorescence kinetic read;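 further: plate controls were vehicle for no effect and no enzyme for full effect; nearly all actives have a fitted effect of over 30% in size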
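RECQ1T1 50 nM; forked duplex (20 bp + 30-nt ss tails) 200 nM, ATP 2 mM final; pH 8.0, 2 mM MgCl2, 2.5 ug/ml poly(dI-dC); 15 min compound preincubation; discontinuous kinetic read over 2 h at RT.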
TexasRed fluor = Texas Red fluorescence interference in TRb-SRC2 counter-screen | TRb/SRC2 Texas Red total fluorescence interference | Potency, µM (series often up to 106 µM), inactives show at the top dose fluorescence change, negative = quenching | hit rate 0.29% among 280,000; active means well fitted curve in either direction with a large enough effect; inconclusive means small, poorly fitted or top-dose-only effect; further: on the % scale 0 is the no-effect control and ±100 the full control effect
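Human TRβ ligand-binding domain (0.6 uM) and Texas Red SRC2 peptide (20 nM) in Tris buffer with 1 uM T3 and 5% DMSO were incubated with pinned compound for 5 hr at ambient temperature. Total fluorescence was computed as S + 2P (555/632 nm).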
* = called active by the depositor; & = joins results of further samples; [ ] = another dose, or the depositor's remark. Unless noted, the call rests on the fitted dose curve; in most records, active means well fitted curve in the direction sought with a large enough effect; inconclusive means small, poorly fitted or top-dose-only effect, or another doubt; inactive means no such curve, though single readings can be large; an effect the other way counts as inactive or inconclusive. Potency means the concentration at half of the fitted maximal effect.

`Brc1c(CSc2nncn2-c2ccccc2)nc2sccn12` gave Tau FP inhib 1.6%, L3MBTL1 block 46.8%[activator], HTT cytoprotect -13.1%[10 µM], Tau fluor cs 13.0%, Tau ThT inhib 14.4%, TRb SRC2 PPI -14.5%, RECQ1 inh -0.9% and TexasRed fluor -1.0%.
COc1ccc(C(=O)Nc2ccc(NC(=O)c3cccs3)c(OC)c2)cc1Cl was read as Tau FP inhib -5.2%, L3MBTL1 block -0.5%, Tau fluor cs inconclusive, Tau ThT inhib inconclusive, TRb SRC2 PPI -2.8%, RECQ1 inh inactive and TexasRed fluor -5.5%.
CCOC(=O)NCc1ccc(CNC(=O)OCC)cc1 was read as Tau FP inhib 3.7%, L3MBTL1 block -2.1%, HTT cytoprotect -6.2%[10 µM], Tau fluor cs 3.3%, Tau ThT inhib -8.1%, TRb SRC2 PPI 0.4%, RECQ1 inh -4.7% and TexasRed fluor 2.2%.
`COc1ccc(Cn2c(N)c(C#N)c3nc4ccccc4nc32)cc1OC` gave Tau FP inhib -1.6%, HTT cytoprotect -30.3%, Tau fluor cs -14.4%, Tau ThT inhib -16.9%, TRb SRC2 PPI 8.9%, RECQ1 inh -9.7% and TexasRed fluor -2.5%.
`CCCc1ccc(C(=O)NNc2ccc(F)cc2)cc1` gave Tau FP inhib -1.4%, L3MBTL1 block 6.1%, HTT cytoprotect 20.0%[10 µM], Tau fluor cs -10.6%, Tau ThT inhib -12.5%, TRb SRC2 PPI -4.4%, RECQ1 inh inactive and TexasRed fluor 0.8%.
O=c1[nH]cc(S(=O)(=O)c2ccccc2)[nH]1 was read as Tau FP inhib -0.9%, L3MBTL1 block 6.1%, Tau fluor cs 11.1%, Tau ThT inhib 8.3%, TRb SRC2 PPI -6.1%, RECQ1 inh -3.9% and TexasRed fluor -0.5%.
`Cc1cccc(OCCOC(=O)C2CCN(S(=O)(=O)c3cccs3)CC2)c1` gave Tau FP inhib -1.0%, L3MBTL1 block 12.0%, HTT cytoprotect -3.7%, Tau fluor cs -21.5%, Tau ThT inhib -6.9%, TRb SRC2 PPI -15.4%, RECQ1 inh -12.2% and TexasRed fluor 1.3%.
`CC(=O)Nc1ccc(CNC(=O)C[N+]2(C)CCOCC2)cc1` gave Tau FP inhib -5.8%, L3MBTL1 block 9.9%, HTT cytoprotect -3.4%[10 µM], Tau fluor cs -6.5%, Tau ThT inhib -2.0%, TRb SRC2 PPI 11.3%[53 µM], RECQ1 inh 12.4% and TexasRed fluor -2.7%[53 µM].
`COc1ccc(N2CCN(C(=O)CSc3nnc4c(C)cc5cc(C)ccc5n34)CC2)cc1` gave Tau FP inhib 1.8%, L3MBTL1 block -6.7%, HTT cytoprotect -51.2%[inhibitor], Tau fluor cs -15.6%, Tau ThT inhib inconclusive, TRb SRC2 PPI 0.4%, RECQ1 inh inactive and TexasRed fluor -0.2%.
Screening Cc1ccc2c(C)cc(=S)[nH]c2c1 returned Tau FP inhib 1.0%, L3MBTL1 block 3.6%, HTT cytoprotect 5.1%, Tau fluor cs -0.8%, Tau ThT inhib -6.8%, TRb SRC2 PPI -3.6%, RECQ1 inh -8.4% and TexasRed fluor -5.1%.

Two entries drawn at random from those above, as already listed:
`Cc1cccc(OCCOC(=O)C2CCN(S(=O)(=O)c3cccs3)CC2)c1` gave Tau FP inhib -1.0%, L3MBTL1 block 12.0%, HTT cytoprotect -3.7%, Tau fluor cs -21.5%, Tau ThT inhib -6.9%, TRb SRC2 PPI -15.4%, RECQ1 inh -12.2% and TexasRed fluor 1.3%.
O=c1[nH]cc(S(=O)(=O)c2ccccc2)[nH]1 was read as Tau FP inhib -0.9%, L3MBTL1 block 6.1%, Tau fluor cs 11.1%, Tau ThT inhib 8.3%, TRb SRC2 PPI -6.1%, RECQ1 inh -3.9% and TexasRed fluor -0.5%.

Continued:
`COc1cc2nc(SCc3ccc(F)cc3)n(Cc3cccs3)c(=N)c2cc1OC` gave Tau FP inhib -0.3%, L3MBTL1 block -2.4%, HTT cytoprotect -58.1%[inhibitor], Tau fluor cs inconclusive, Tau ThT inhib -0.3%, TRb SRC2 PPI 8.1%, RECQ1 inh -16.6% and TexasRed fluor 3.2%.
For Cc1ccc(Oc2nc(CN3CCOCC3)nc3sc4c(c23)CCC(C)C4)cc1C (configuration not stated) the results were Tau FP inhib -9.6%, L3MBTL1 block -5.0%, HTT cytoprotect -21.2%[10 µM], Tau fluor cs -0.7%, Tau ThT inhib -14.4%, TRb SRC2 PPI 3.9%, RECQ1 inh -9.3% and TexasRed fluor -8.0%.
For O=C(CSc1ccc2nnc(-c3ccc(Cl)cc3)n2n1)N1CCCC1 the results were Tau FP inhib -12.8%, L3MBTL1 block 3.0%, HTT cytoprotect 6.8%[10 µM], Tau fluor cs -3.7%, Tau ThT inhib -5.9%, TRb SRC2 PPI -1.1%, RECQ1 inh inactive and TexasRed fluor -6.6%.
Screening CCN(CC)C(=O)COc1cccc2ccccc12 returned Tau FP inhib -12.5%, L3MBTL1 block 3.9%, HTT cytoprotect -16.2%[10 µM], Tau fluor cs -11.3%, Tau ThT inhib -13.3%, TRb SRC2 PPI -13.7%, RECQ1 inh inactive and TexasRed fluor -1.2%.
COc1ccc(OC)c(N(CC(=O)Nc2ccc3c(c2)OCCO3)S(C)(=O)=O)c1 was read as Tau FP inhib 3.6%, L3MBTL1 block -6.5%, HTT cytoprotect -23.2%, Tau fluor cs -1.0%, Tau ThT inhib -8.6%, TRb SRC2 PPI -5.7%, RECQ1 inh 3.1% and TexasRed fluor 0.0%.
Screening COc1ccc(OC)c(-c2cc(-c3cccnc3)nc(N)c2C#N)c1 returned Tau FP inhib -9.0%, L3MBTL1 block -3.0%, HTT cytoprotect -41.5%[10 µM], Tau fluor cs -9.6%, Tau ThT inhib -8.3%, TRb SRC2 PPI -7.8%, RECQ1 inh -1.8% and TexasRed fluor -1.7%.
For O=C(NC1(C(F)(F)F)C(=O)Nc2c1c(=O)[nH]c(=O)n2-c1ccc(Cl)cc1)c1ccccc1F (configuration not stated) the results were Tau FP inhib 3.0%, Tau fluor cs 10.0%, Tau ThT inhib 12.3%, TRb SRC2 PPI 4.1% and TexasRed fluor -1.0%.
COC(=O)/C(=C(/F)Sc1cc(C)c(O)c(C)c1)C(F)(F)F was read as Tau FP inhib inconclusive, HTT cytoprotect 2.3%, Tau fluor cs 12.6µM*[quencher], Tau ThT inhib inconclusive, TRb SRC2 PPI -6.2%, RECQ1 inh -1.1% and TexasRed fluor 2.2%.
`CCc1nc2ccc(C(=O)Nc3cccc(C(C)=O)c3)cc2nc1CC` gave Tau FP inhib -0.4%, L3MBTL1 block -8.7%, HTT cytoprotect 22.6%[10 µM], Tau fluor cs inconclusive, Tau ThT inhib inconclusive, TRb SRC2 PPI 1.8%, RECQ1 inh -2.4% and TexasRed fluor 1.7%.
`Cc1ccn2c(-c3n[nH]c(=S)n3Cc3ccccc3)c(C)nc2c1` gave Tau FP inhib -6.7%, L3MBTL1 block 5.0%, Tau fluor cs 2.7%, Tau ThT inhib 0.6%, TRb SRC2 PPI -5.3%, RECQ1 inh -0.4% and TexasRed fluor -2.4%.
CN1CCN(C2OC(=O)c3ccccc32)CC1 (configuration not stated) was read as Tau FP inhib 4.3%, HTT cytoprotect -3.8%, Tau fluor cs -1.3%, Tau ThT inhib 0.4%, TRb SRC2 PPI -3.0%, RECQ1 inh 0.9% and TexasRed fluor 0.6%.
`COc1ccccc1NC(=O)c1cc(S(=O)(=O)N2CCc3ccccc32)ccc1F` gave Tau FP inhib -16.8%, Tau fluor cs -18.6%, Tau ThT inhib 2.1%, TRb SRC2 PPI 4.3% and TexasRed fluor 0.0%.
`CC(C)Cc1nnc(NC(=O)CCC(=O)Nc2ccccc2F)s1` gave Tau FP inhib 5.4%, L3MBTL1 block 12.7%, HTT cytoprotect inconclusive, Tau fluor cs 1.9%, Tau ThT inhib 3.4%, TRb SRC2 PPI -11.2%, RECQ1 inh 9.1% and TexasRed fluor -0.1%.
For O=C(OOC(=O)c1ccccc1)c1ccccc1 the results were Tau FP inhib 6.0%, HTT cytoprotect -18.6%, Tau fluor cs 1.2%, Tau ThT inhib 5.4%, TRb SRC2 PPI 3.6%, RECQ1 inh -8.1%&-5.6% and TexasRed fluor 0.8%.
Cc1ccc(NN2C(=O)C=CC2=O)cc1 was read as Tau FP inhib 1.4%, L3MBTL1 block 6.4%, HTT cytoprotect -16.7%[10 µM], Tau fluor cs 2.1%, Tau ThT inhib 4.4%, TRb SRC2 PPI -9.4%, RECQ1 inh -4.9% and TexasRed fluor -2.9%.
For Clc1ccc(CCNc2nc3ccccc3n3nnnc23)cc1 the results were Tau FP inhib -3.0%, L3MBTL1 block 0.4%, HTT cytoprotect 2.4%, Tau fluor cs -5.3%, Tau ThT inhib -6.3%, TRb SRC2 PPI 2.0%, RECQ1 inh -2.7% and TexasRed fluor 2.3%.
Screening O=C(NCCOc1ccccc1F)c1ccccc1SCc1ccc(F)cc1 returned Tau FP inhib 11.9%, L3MBTL1 block 10.0%, HTT cytoprotect -18.3%[10 µM], Tau fluor cs -13.5%, Tau ThT inhib -8.8%, TRb SRC2 PPI -4.9%, RECQ1 inh -9.6% and TexasRed fluor -0.6%.
`CCc1ccc(NC(=O)c2cnc3scc(C)n3c2=O)cc1` gave Tau FP inhib inconclusive, L3MBTL1 block 9.7%, HTT cytoprotect -5.4%, Tau fluor cs -15.2%, Tau ThT inhib inconclusive, TRb SRC2 PPI 7.5%, RECQ1 inh inactive and TexasRed fluor -0.6%.
Screening O=C(CNS(=O)(=O)c1ccccc1Br)OCC(=O)N1CCc2ccccc21 returned Tau FP inhib -6.3%, HTT cytoprotect 2.4%[10 µM], Tau fluor cs -19.0%, Tau ThT inhib -16.7%, TRb SRC2 PPI 4.7%, RECQ1 inh -4.3% and TexasRed fluor 1.5%.
`NC(=O)c1ccc(NC(=O)c2ccc(CN3CCOCC3)cc2)cc1` gave Tau FP inhib 3.4%, HTT cytoprotect 7.8%[10 µM], Tau fluor cs -6.1%, Tau ThT inhib -10.0%, TRb SRC2 PPI -7.1%, RECQ1 inh -9.8% and TexasRed fluor -5.2%.

The list is partial. The share of hits here may be higher or lower than overall.
